FID counter: compounds displacing fluorescent DNA intercalator, primary screen, artefact control for HCV NS3 helicase inhibitor project, biochemical, FID fluorescence; DNA fluorescent intercalator displacement; inhibition, % at 7.9 µM; actives 0.17% (n = 290,000); AID 1845, 2009; in the data active means inhibition above about 37%;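 further: 0% = vehicle and 100% = reference compound; higher means more ethidium bromide displaced from hairpin DNA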
GalR3 antagonist: GalR3 antagonists in HEK293 cells, primary screen, cell-based, fluorescence readout; inhibition, % at 3 µM; HEK293 GalR3-CNG cAMP membrane potential fluorescence; galR3 body fused to GalR1 C-terminus; actives 0.44% (n = 360,000);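 active means inhibition above the screen-wide average plus 3 SD, cut at about 13% in these data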;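 further: forskolin and galanin both at EC90 stimulate the cells; cAMP rise reported by CNG channel membrane potential dye signal; 0% = forskolin plus galanin with DMSO and 100% = forskolin alone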
Target sequence (O60755 1-299 limits assumed): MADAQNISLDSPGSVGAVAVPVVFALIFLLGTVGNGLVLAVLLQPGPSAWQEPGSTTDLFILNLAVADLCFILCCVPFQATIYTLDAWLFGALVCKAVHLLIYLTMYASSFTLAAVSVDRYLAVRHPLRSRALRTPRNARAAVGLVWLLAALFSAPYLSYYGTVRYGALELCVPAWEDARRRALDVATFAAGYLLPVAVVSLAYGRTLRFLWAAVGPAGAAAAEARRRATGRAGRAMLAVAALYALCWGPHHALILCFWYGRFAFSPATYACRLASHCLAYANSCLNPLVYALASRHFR
CRFBP-R2 agonist: agonists of CRF-BP/CRF-R2 complex, primary screen, cell-based, HEK293, calcium dye fluorescence, uHTS; CRF-binding protein / CRF receptor 2 complex (human); calcium dye fluorescence (FLIPR); percent of saturating CRF peptide response; activation, % at 13.2 µM; actives 0.46% (n = 350,000);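 active means activation of at least 50%, plus an integration ratio under a set limit after plate pattern correction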;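 further: plate controls were neutral control wells without compound for no effect and CRF at EC100 for full effect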
HCV NS3 hel inh: inhibitors of HCV NS3 helicase, primary screen, biochemical, Cy5 molecular beacon fluorescence; inhibition, % at 10.9 µM; Hepatitis C virus NS3 helicase; actives 0.56% (n = 290,000); NS3 helicase DNA unwinding;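 active means inhibition above the mean of all tested compounds plus 3 SD, set per campaign, cut at about 35% in these data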;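 further: 0% = DMSO wells and 100% = thioflavine S control wells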
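test system = hepatitis C virus NS3 helicase domain fragment enzyme | reagent = annealed dual-labelled DNA beacon duplex, ATP-started | times = 1 h at 25 °C | detection = Cy5 fluorescence, 0 and 60 min reads | read-out basis = percent inhibition from t60/t0 fluorescence ratio | control set = DMSO and thioflavine S | replication = one well per compound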
CRFBP-R2 block: antagonists of CRF-BP/CRF-R2 complex, primary screen, cell-based, HEK293, calcium dye fluorescence, uHTS. actives 0.59% (n = 350,000). inhibition, % at 11.8 µM. CRF-induced calcium fluorescence;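 active means inhibition of the ligand-induced calcium signal above about 50% at the single tested concentration, limit read from the data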
MEKK2 WT-MEK5: modulators of MEK5 binding to wildtype MEKK2, primary screen, biochemical, multiplex bead flow cytometry, Alexa488-MEK5; binding response (% of control), % at 10 µM; AID 1531, 2009; actives 1.1% (n = 290,000); Alexa488-MEK5 binding to MEKK2 WT; actives lie on both sides; in the data active means binding response below about 67% or above about 130%
MEKK3 PB1 HTS: modulators of MEKK3-MEK5 PB1 binding, primary screen, biochemical, wildtype MEKK3, multiplex bead flow cytometry, Alexa488-MEK5 | AID 1529, 2009 | Mitogen-activated protein kinase kinase kinase 3 (Homo sapiens), Q99759 | actives 1.4% (n = 290,000) | binding response (% of control), % at 10 µM | bead-based flow cytometry, Alexa488-MEK5 binding to MEKK3; actives lie on both sides; 0 = blocked by unlabeled MEK5, 100 = vehicle;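 active means binding response more than 3 SD above or below the average of its plate-row segment, actives on both sides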;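 further: Alexa488 bead fluorescence after subtracting the streptavidin-only scavenger bead signal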
UBC9 SUMO inh: inhibitors of in vitro SUMOylation cascade, primary screen, biochemical, HTRF, uHTS; SUMO-conjugating enzyme UBC9 (Homo sapiens), P63279; HTRF SUMOylation assay, SAE1/SAE2 + UBC9; inhibition, % at 35 µM; actives 0.36% (n = 290,000); AID 2006, 2009; in the data active means inhibition above about 50%, passing the limit was not always enough; further: strong numbers were not always called active
Target sequence (P63279 whole entry, looked up): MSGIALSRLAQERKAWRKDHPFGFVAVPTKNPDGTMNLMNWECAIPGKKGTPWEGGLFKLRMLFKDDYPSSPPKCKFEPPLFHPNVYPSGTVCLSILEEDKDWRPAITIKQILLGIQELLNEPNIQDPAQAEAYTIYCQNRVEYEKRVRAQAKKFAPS
MEKK2mut PB1 HTS: MEK5 binding signal on mutant MEKK2 PB1, primary screen, biochemical, multiplex bead flow cytometry, Alexa488-MEK5 | percent response, % at 10 µM | actives 0.35% (n = 290,000) | AID 1530, 2009 | Alexa488-MEK5 binding to MEKK2 mutant; in the data active means percent response above about 24%, passing the limit was not always enough; further: inactives centre near 1; some results filed as inactive read as strong as hits
An asterisk follows results filed as active; . = not tested or not shown. An excerpt. The share of hits here may be higher or lower than overall.

structure	UBC9 SUMO inh	CRFBP-R2 agonist	MEKK2 WT-MEK5	CRFBP-R2 block	MEKK3 PB1 HTS	GalR3 antagonist	MEKK2mut PB1 HTS	HCV NS3 hel inh	FID counter
CCNC(=O)O/N=C(\C)c1sc(-c2ccccc2)nc1C	-1	1.7	104	2	104	-6	7	-6	-21
COc1ccc(/C=C/C(O)=C(\C#N)c2nnc(N3CCOCC3)n2-c2ccccc2)cc1OC	9	-3.9	101	-6	104	0	-2	13	-16
CCCOc1ccc(C(=O)NC2CCSc3ccccc32)cc1 (centres undefined)	10	1.1	104	-10	104	-7	6	6	-27
CCC(CC)C(=O)Nc1c(C(=O)N2CCN(c3ccccc3)CC2)oc2ccccc12	3	-0.5	101	1	101	-4	-5	15	-35
COc1ccc(-n2c(C)cc(/C=C3\SC(=S)N(Cc4ccco4)C3=O)c2C)cc1	21	25	88	-41	98	1	-1	35	-10
COCCNC(=O)c1cc2cc(Br)cc(OC)c2oc1=O	-11	-0.2	113	-8	107	-3	7	-2	-1
CC(C)CCN(CCC(C)C)C/C(O)=C(\C#N)c1nc(-c2ccccc2)cs1	-11	-3.0	88	26	82	-1	-14	3	-5
Cc1ccc(S(=O)(=O)NCC(=O)OCC(=O)c2c(N)n(C)c(=O)n(C)c2=O)cc1	0	6.5	92	-18	99	0	11	-4	-12
CCN1CCN(c2nc(-c3ccc(F)cc3)cc(=O)[nH]2)CC1	1	0.4	112	11	108	-7	19	-2	3
CCCOc1ccccc1NC(=O)c1c(-c2ccccc2)noc1C	-21	0.2	107	6	106	0	2	-4	-4
CN1CCN(C(=O)CC23CC4CC(CC(C4)C2)C3)CC1	20	-1.3	93	0	96	-5	-1	7	-4
NS(=O)(=O)c1ccc(N/C=C\C(=O)c2ccc(F)cc2)cc1	8	-2.3	97	-1	96	-6	-4	0	-3
COc1ccc(S(=O)(=O)Nc2c(F)cccc2F)cc1	-4	1.6	101	-8	103	4	2	6	5
Cn1ccnc1SCC(=O)Nc1cc(C(F)(F)F)ccc1N1CCOCC1	-7	-4.2	105	-3	104	-6	5	6	-12
O=C(O)CCCNS(=O)(=O)c1ccccc1	0	5.9	102	3	107	-3	5	3	2
CCOc1ccc(C(=O)Nc2ccc3[nH]ncc3c2)cc1	3	0.2	103	9	104	-2	0	6	2
Cc1nc2ccccc2c2ncccc12	13	-0.9	105	-14	101	-8	1	3	0
CC1(C)NC(=O)N(CC(=O)OCC(=O)Nc2sccc2C#N)C1=O	9	0.5	101	1	104	-6	3	15	0
COC(=O)c1cccc(NC(=S)Nc2cccc(Cl)c2Cl)c1	-3	1.4	115	14	99	-7	18	-2	0
Nc1c(Cl)ncnc1N/N=C/c1cccc(O)c1	30	-1.6	91	6	89	8	3	-10	0
COc1ccc(CCn2c(C)ccc2C)cc1OC	-33	.	99	.	103	.	6	10	-16
CCCS(=O)(=O)N1CCC(C(=O)NCCCOCC)CC1	11	-1.4	95	8	98	-1	1	13	0
CCn1c(SCC(=O)N2CCCC2)nc2c1c(=O)n(C)c(=O)n2C	16	1.5	105	2	101	-4	4	8	-13
COCCn1c(-c2ccc(Cl)cc2)nc2c(c(=O)c3ccccc3n2C)c1=O	4	.	106	.	122	0	1	13	-5
Cc1cccc(CC2CC(=O)N(CCc3ccc4c(c3)OCO4)C2=O)c1 (centres undefined)	-4	0.2	97	12	101	-6	-7	-1	-29

Molecules listed so far with an aryl thioether with sulfur outside any ring:
structure	UBC9 SUMO inh	CRFBP-R2 agonist	MEKK2 WT-MEK5	CRFBP-R2 block	MEKK3 PB1 HTS	GalR3 antagonist	MEKK2mut PB1 HTS	HCV NS3 hel inh	FID counter
Cn1ccnc1SCC(=O)Nc1cc(C(F)(F)F)ccc1N1CCOCC1	-7	-4.2	105	-3	104	-6	5	6	-12
CCn1c(SCC(=O)N2CCCC2)nc2c1c(=O)n(C)c(=O)n2C	16	1.5	105	2	101	-4	4	8	-13

Going on with the list:
structure	UBC9 SUMO inh	CRFBP-R2 agonist	MEKK2 WT-MEK5	CRFBP-R2 block	MEKK3 PB1 HTS	GalR3 antagonist	MEKK2mut PB1 HTS	HCV NS3 hel inh	FID counter
Cc1ccc(Cn2nc(C)cc2C(=O)Nc2ccccc2Cl)cc1	-3	-0.2	108	0	108	-12	5	-8	-27
CN(C)c1ccc(N=Cc2nc(-c3ccccc3)oc2OC(=O)c2cccc(Br)c2)cc1	-3	6.9	89	-30	106	1	-1	17	-18
COc1ccc(-c2nc(CN3CCCCC3c3cccnc3)c(C)o2)c(F)c1 (centres undefined)	4	0.2	94	-6	95	-7	-13	-5	-10
O=C(Nc1cccnc1)c1cc(-c2ccc(Br)cc2)nc2ccccc12	-5	2.5	96	-21	103	-1	0	-24	-21
COc1cc(OC)c2c(c1)C(=O)OC2OC (centres undefined)	4	-0.3	90	-1	89	-2	-3	10	-1
CCOC(=O)COn1c(=O)c(-c2ccc(F)cc2)[n+]([O-])c2ccccc21	7	0.1	103	5	102	-9	-1	-2	-7
COc1ccc(Cl)cc1NC(=O)C[n+]1ccccc1	1	-1.3	108	7	105	-6	3	-17	3
Cc1ccc(C(=O)NNC(=O)OC(C)(C)C)c(Cl)c1	12	-0.1	101	-12	100	1	-1	10	-7
CC(=O)Nc1ccc(/C(C)=N/Nc2nc(Nc3ccccc3)nc(N3CCOCC3)n2)cc1	23	-1.0	107	-1	102	-3	2	-8	-17
O=C(CSc1ccc(Cl)cc1)N1CCOCC1	5	1.5	107	-10	104	0	3	-4	2
CCN(CC)CCC(O)(c1ccccc1)C1CCCCC1 (centres undefined)	1	1.0	105	-2	109	-3	0	4	0
COc1cc(C(=O)OCC(=O)Nc2ccc(C)cc2)cc(OC)c1OC	8	0.3	105	-9	102	1	6	23	-25
COc1ccc(CCNS(=O)(=O)c2ccc([N+](=O)[O-])cc2)cc1OC	-11	-0.3	112	8	105	-10	8	0	2
CCOC(=O)C1CCN(CC(=O)Nc2c(C(=O)OC)[nH]c3ccccc23)CC1	8	.	99	.	102	-2	0	-1	-17
Cc1cccc(NC(=O)Nc2ccc(F)cc2)n1	8	-1.8	104	-24	102	-7	5	-6	-11
O=C(CN1CCc2ccccc21)NN1CC(=O)N(c2ccc(Cl)cc2)CC1=O	-8	0.7	102	-3	103	1	-3	1	0
O=C(NCN1C(=O)C2C3C=CC(C3)C2C1=O)Nc1nccs1 (centres undefined)	13	-1.2	96	17	95	-2	-6	0	0
COc1ccc(OC)c(-c2cc(C3CCN(c4ncccc4[N+](=O)[O-])CC3)[nH]n2)c1	10	-1.2	112	-24	107	-3	5	-29	-19
Cc1nn(Cc2ccccc2)c(Cl)c1C(=O)OCc1nnc(-c2ccc(Cl)cc2)o1	-43	4.7	111	-17	111	-2	8	-5	-10
Cc1cc(C)c(-c2csc(NC(=O)/C=C/c3cccs3)n2)c(C)c1	0	-0.9	118	13	104	-2	14	3	0
COc1cccc(CC(NC(C)=O)C(=O)NC2CCN(S(=O)(=O)c3ccc(C)cc3)CC2)c1OC (centres undefined)	11	0.1	95	1	105	7	-11	-4	-8
O=C(NCCCN1CCOCC1)c1onc(CSc2ccccn2)c1C(=O)NCCCN1CCOCC1	.	-0.2	108	3	104	-5	5	.	.
COc1ccc(/C=N/N(c2ccccc2)c2ccccc2)cc1O	-14	-0.7	96	-12	98	-1	-2	-13	-8
Cc1nn(C)c(Oc2ccccc2)c1CCNS(=O)(=O)c1ccccc1	-17	-4.3	115	-1	110	0	4	-4	-25
Cc1cnc2c(c1)C(=O)c1ccccc1-2	12	-4.1	102	22	102	-10	1	-4	2
CN(C)c1cccc(C(=O)N(C)C2CCCN(Cc3ccccc3F)C2)c1 (centres undefined)	16	-0.6	100	-3	99	-3	0	-6	-19
CCn1c2ccc(F)cc2c2nnc(NN)nc21	-11	-1.1	101	-5	96	8	1	-1	-7
CN(CCCC(=O)N1CCCC(C(N)=O)C1)S(=O)(=O)c1ccc(F)cc1 (centres undefined)	-9	0.7	99	2	103	-7	2	9	-17
COc1ccc(C(=O)OCC(=O)Nc2ccc([N+](=O)[O-])cc2OC)c(O)c1	13	-0.2	106	-12	105	-3	6	8	3
CCN(CC)CCN(C(=O)CCS(=O)(=O)c1ccccc1)c1nc2c(C)cc(C)cc2s1	6	1.4	115	-13	103	-7	9	-67	24
CCCCC(CCC(=O)Nc1ccccc1C(=O)OCC)C(=O)O (centres undefined)	-7	-0.4	88	5	85	-1	-10	2	-37
COc1ccc(OC)c(NC(=O)NCCc2cccc(Cl)c2)c1	0	-3.3	102	8	100	-10	5	10	-6
CCOc1ccc(C(=O)CCC(=O)NC(CC(C)C)C(=O)OC)cc1 (centres undefined)	7	-4.0	109	3	106	-1	8	5	-17
CCOC(=O)CN(C(=O)COc1nc(C)cc(C)c1C#N)c1ccc(F)cc1	-6	7.9	103	-15	100	0	3	12	-35
CCOC(=O)N1CCN(CC(O)COc2c(C)cc(C)cc2C)CC1 (centres undefined)	-12	-1.2	105	1	99	0	1	-7	-15

Assay outcomes deposited in PubChem BioAssay by several laboratories.
